Screening results deposited in PubChem by National Center for Advancing Translational Sciences (NCATS).
HP1b binding inh = HP1-beta chromodomain-methylated histone interaction inhibition | 390,000 tested, 0.56% active | AlphaScreen HP1-beta / biotin-H3K9me3 peptide binding | Potency, µM (highest dose often 114 µM), for the others: top-dose activity change, negative = inhibition, hits mostly inhibitors | P83916; further: potency means the concentration at half of the fitted maximal effect; nearly all actives have a fitted effect of over 70% in size; inactives centre near 23
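Compound inhibition of the preformed complex between 50 nM HP1-beta and 50 nM biotinylated H3K9me3 peptide was read by AlphaScreen. Buffer was PBS pH 7.4 with 0.01% Tween-20. Incubations ran 30 min at room temperature, with 10 ug/mL donor/acceptor beads.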
GLS inhibitor = inhibitors of human glutaminase (GLS); O94925; Potency, µM (series often up to 45.5 µM), without a hit: top-dose activity change, negative = inhibition, actives largely listed as inhibitors; 410,000 tested, 0.21% active; GLS enzymatic activity, qHTS titration; further: potency means the concentration at half of the fitted maximal effect; on the % scale 0 is the no-effect control and ±100 the full control effect
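Compounds were pin-transferred onto hKGA, after which L-glutamine (1 mM solution) and a detection mix of glutamate oxidase, HRP and Amplex Red were added. Initial and 30 min RT fluorescence reads were collected.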
JMJD2A Tudor = inhibitors of human JMJD2A Tudor domain; Potency, µM (top dose mostly 114 µM), without a hit: at the highest dose activity change, negative = inhibition, actives largely listed as inhibitors; AID 504339; AlphaScreen JMJD2A-Tudor / H3K4me3 peptide binding; O75164; 390,000 tested, 4.4% active; further: potency means the concentration at half of the fitted maximal effect; on the % scale 0 is the no-effect control and ±100 the full control effect; nearly all actives have a fitted effect of over 50% in size
ERG Ets-DNA blk = inhibitors of human ERG Ets domain-DNA interaction; P11308; fluorescence polarization, His-ERG Ets domain / labelled DNA; Potency, µM (series often up to 76.9 µM), without a hit: top-dose FP activity, negative = inhibition, usual class: inhibitors; 370,000 tested, 0.028% active; AID 624246; active means well fitted inhibition curve with a large enough effect in the polarisation, with a control signal flat; inconclusive means small, poorly fitted or top-dose-only effect, or effect the other way, or a change in a side signal; inactive means no such curve, though single readings can be large or run the other way; the % refers to the polarisation;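 further: polarization taken with two DNA probes labelled with fluorescein and Texas red; potency means the concentration at half of the fitted maximal effect; % of control where 0% means no effect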
Target sequence (P11308 whole entry, looked up, the tested form may be a part): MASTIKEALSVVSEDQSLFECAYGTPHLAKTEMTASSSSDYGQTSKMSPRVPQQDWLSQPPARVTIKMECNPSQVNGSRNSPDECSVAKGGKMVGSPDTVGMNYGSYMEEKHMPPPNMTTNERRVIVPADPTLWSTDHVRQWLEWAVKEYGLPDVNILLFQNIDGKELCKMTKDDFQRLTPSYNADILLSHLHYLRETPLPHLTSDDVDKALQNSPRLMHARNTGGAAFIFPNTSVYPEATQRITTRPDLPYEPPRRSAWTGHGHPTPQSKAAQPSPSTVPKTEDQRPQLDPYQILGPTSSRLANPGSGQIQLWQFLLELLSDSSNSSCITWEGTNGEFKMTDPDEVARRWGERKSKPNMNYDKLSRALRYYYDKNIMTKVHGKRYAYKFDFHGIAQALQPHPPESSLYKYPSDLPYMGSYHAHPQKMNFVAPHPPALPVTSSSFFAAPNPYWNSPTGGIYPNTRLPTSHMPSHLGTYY
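His-tagged ERG Ets domain (1 uM in the protein solution; 300mM KCl, 50mM Tris-HCl, 1mM EDTA, 1mM DTT, pH 7.5) received compound, then a probe mix of 5 nM fluorescein-DNA and 100nM Texas-615-DNA. Fluorescence polarization was read for both dyes.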
BAZ2B block = BAZ2B (human) inhibition | 360,000 tested, 4.4% active | AlphaScreen BAZ2B-H3K14Ac peptide displacement | Potency, µM (top dose mostly 114 µM), for inactives: at the highest dose activity change, negative = inhibition, actives largely listed as inhibitors | AID 504333; further: potency means the concentration at half of the fitted maximal effect; on the % scale 0 is the no-effect control and ±100 the full control effect; nearly all actives have a fitted effect of over 60% in size
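Complex of BAZ2B and biotin-H3K14Ac (50 nM apiece) forms over 30 min at RT, then faces library compounds up to 110 uM for another 30 min; AlphaScreen beads added, 20 min dark incubation, luminescence read.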
G9a inh = G9a (human) methyltransferase inhibition | G9a H3K9 monomethylation, AlphaScreen, 2 h | Potency, µM (doses to about 102 µM), for inactives: at the top dose activity, negative = inhibition, hits mostly inhibitors | Q96KQ7 | 350,000 tested, 8.8% active; further: potency means the concentration at half of the fitted maximal effect; on the % scale 0 is the no-effect control and ±100 the full control effect; nearly all actives have a fitted effect of over 75% in size
Target sequence (Q96KQ7 913-1193 limits assumed): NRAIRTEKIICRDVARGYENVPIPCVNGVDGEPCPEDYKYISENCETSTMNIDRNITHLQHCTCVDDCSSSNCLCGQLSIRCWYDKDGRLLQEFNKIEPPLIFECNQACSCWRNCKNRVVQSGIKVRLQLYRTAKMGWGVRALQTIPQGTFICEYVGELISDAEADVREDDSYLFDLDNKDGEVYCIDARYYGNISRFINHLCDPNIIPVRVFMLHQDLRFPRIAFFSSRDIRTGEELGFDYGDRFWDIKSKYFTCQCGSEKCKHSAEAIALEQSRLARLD
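Methyltransferase reactions run at room temperature for 2 h (20 nM enzyme, 500 nM biotin-H3K9 peptide, 20 uM SAM) after a 15 min compound preincubation; product detected by AlphaScreen beads and anti-H3K9me1 antibody.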
RGS4 inh = blocks human RGS4-accelerated GTP hydrolysis; 390,000 tested, 0.039% active; P49798; Potency, µM (highest dose often 114 µM), for inactives: at the highest dose activity change, negative = inhibition, usual class: inhibitors; Transcreener GDP fluorescence polarization, RGS4-accelerated GTP hydrolysis; further: potency means the concentration at half of the fitted maximal effect; on the % scale 0 is the no-effect control and ±100 the full control effect; nearly all actives have a fitted effect of over 75% in size; some results filed as inactive show a strong effect at the top dose
Target sequence (P49798 whole entry, looked up): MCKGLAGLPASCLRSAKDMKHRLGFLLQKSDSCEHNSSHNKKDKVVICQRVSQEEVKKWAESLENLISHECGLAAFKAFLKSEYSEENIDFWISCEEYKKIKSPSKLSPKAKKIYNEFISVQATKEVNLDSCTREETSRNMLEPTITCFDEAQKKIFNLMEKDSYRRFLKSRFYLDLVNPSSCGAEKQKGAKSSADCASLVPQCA
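MLSMR compounds (23 nl, pin-transferred) preincubated 10 min at room temperature with a 500nM (2x) first reagent, then RGS4 at 900nM (2x) plus Transcreener GDP mix added; fluorescence polarization (620/688 nm) read before and after 90 min at 30 °C.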
PI4K2A block = inhibitors of human PI4K2A | Q9BTU6 | purified PI4K2A, ADP-Glo luminescence, 1 h; active compounds read low | activity change, negative = inhibition, % at 76.9 µM | 420,000 tested, 0.13% active; in the data active means activity change below about -50%; inconclusive means mostly about -30% to -49%;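 further: -100% = wells without enzyme as full effect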
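Compounds are screened against recombinant PI4K2A using PI as substrate and ATP, the latter dispensed at 300 microM. Reactions run one hour at ambient temperature before ADP-Glo detection; full inhibition defined by wells lacking enzyme.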
ALOX12 inh = inhibitors of human 12S-lipoxygenase ALOX12 | P18054 | purified 12hLO, xylenol orange hydroperoxide absorbance | Potency, µM (titrated, usually from 108 µM), for the others: at the top dose activity change, negative = inhibition, most hits filed as inhibitors | 580,000 tested, 1.1% active; further: potency means the concentration at half of the fitted maximal effect; on the % scale 0 is the no-effect control and ±100 the full control effect
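Hydroperoxide product was detected by ferrous iron/xylenol orange as the 573 to 405 nm absorbance ratio. Arachidonic acid at 40 uM (final) was turned over for 30 min at room temperature by 150 nM human 12hLO, pH 7.0 Hepes buffer, after 15 min compound preincubation.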
Numbers without * were called inactive; ? = inconclusive; . = no result given; & = joins results of further samples; [ ] = remark or other dose. Unless noted, the call rests on the fitted dose curve; in most records, active means well fitted curve in the direction sought with a large enough effect; inconclusive means small, poorly fitted or top-dose-only effect, or another doubt; inactive means no such curve, though single readings can be large; an effect the other way counts as inactive or inconclusive.

SMILES	HP1b binding inh	GLS inhibitor	JMJD2A Tudor	ERG Ets-DNA blk	BAZ2B block	G9a inh	RGS4 inh	PI4K2A block	ALOX12 inh
CN1CCCC(C(=O)C(C#N)c2ccccc2)C1 (stereo not drawn)	30%	-7%	-5%	-2%	-26%	-7%[59 µM]	-28%	-8	?
O=C(c1cccc(Cl)c1)N1CCN(CCc2ccncc2)CC1	42%[activator]	-7%	-1%	4%	-25%	2%[59 µM]	-13%	-2	-7%
CC(=O)Oc1cccc(NC(=O)c2ccc3c(c2)C(=O)N(CC(C)C)C3=O)c1	38%	-9%	7%	-4%	-16%	10%	14%	7	?
Cc1nnc2n1N=C(c1ccc(OC(F)F)cc1)C(C)S2 (stereo not drawn)	3%	-8%	6%	-1%	1%	?	-1%	5	-2%
O=C(NCc1ccc(Cl)cc1)C1CCC(CNS(=O)(=O)c2ccccc2)CC1 (stereo not drawn)	58%&38%[activator]	-3%&-6%	1%&-4%	1%&-1%	1%&11%	-4%	-37%&-6%	-4&-3	?
Cc1cc(C)nc(SCc2nnc(SCC(N)=O)o2)n1	49%[activator]	1%	4%	-4%	4%	-10%[0.501 µM]	-8%	0	-68%
CCCN(CC(=O)Nc1ccccc1C)C(=O)CCCc1c[nH]c2ccccc12	25%	8%	-6%	.	11%	13%[59 µM]	-24%	-2	21%
Oc1ccc(/C=N/Nc2ncc(Cl)cc2Cl)cc1	12%	-7%	-14%	-6%	5%	18%	5%	-6	?
COc1cccc(C2=NN(S(C)(=O)=O)C(c3cccs3)C2)c1 (stereo not drawn)	26%	-4%	-16%	-14%	5%	.	8%	-3	-3%
CCOC(=O)CCCSc1nc(-c2ccc3c(c2)OCO3)cc(C(F)(F)F)c1C#N	66%[activator]	4%	?	-6%	3%	18%[59 µM]	-11%	19	?
CC(C)(C)c1ccc(-c2noc(CCC(=O)Nc3cccnc3)n2)cc1	27%	1%	-23%	7%	-2%	19%	-12%	1	-17%
O=C1/C(=C\c2ccco2)SC(=S)N1C1CCS(=O)(=O)C1 (stereo not drawn)	?	0%	56µM*	23%	40µM*	.	-11%	-2	?
COc1cccc(C(c2nnnn2CC2CCCO2)N2CCN(C(=O)c3ccco3)CC2)c1OC (stereo not drawn)	13%	3%	-26%	1%	?	-10%	-1%	-3	-11%
COc1ccc(NC2c3ncccc3C(=O)N2Cc2cccs2)cc1 (stereo not drawn)	?	3%	?	3%	71µM*	50µM*	9%	-3	-21%
COc1c2ccccc2nc2ccccc12	43%[activator]	-2%	-1%	3%	-3%	.	-17%	3	?
Cc1nn(CC(=O)NCC(C)c2ccccc2)c(=O)c2cc(-c3ccccc3)nn12 (stereo not drawn)	18%	-14%	-8%	0%	-15%	22%	5%	3	3%
O=S(=O)(Cc1ccccc1)N1CCN(Cc2ccc(F)cc2Cl)CC1	20%	16%	3%	-7%	-3%	.	19%	-2	2%
Cc1[nH]nc2ncc(C(=O)c3ccccc3O)cc12	45%[activator]	12%	-21%	0%	6%	-3%[59 µM]	-6%	0	-2%
COc1cccc([C@H]2Nc3ccc(S(=O)(=O)Nc4cc(C)ccc4C)cc3[C@H]3C=CC[C@H]32)c1	7%	?	-34%	-15%	-32%	13µM*	7%	0	-27%
Cc1cccc(C(C)C)c1NC(=O)c1cccnc1	24%	?	-6%	-7%	-1%	9%[12.7 µM]	-10%	3	0%[57.4 µM]
Cc1c(NC(=O)CN2C(=O)c3ccccc3C2=O)c(=O)n(-c2ccccc2)n1C	19%	-7%	-1%	-10%	-6%	-24%	-11%	-8	9%
O=C(N/N=C/c1ccccc1O)C(=O)Nc1ccccn1	54%[activator]	4%	?	2%	?	-4%	-15%[56.9 µM]	1	1%
CCC(C)[C@H](NC(=O)N1CCn2c1nc1ccccc12)C(=O)NCC1CCCO1 (stereo partly drawn)	74%[activator]	1%	-6%	6%	-12%	46%	-9%[56.9 µM]	6	15%
COc1ccc(Cc2nc(-c3ccc(Br)cc3)no2)cc1	272%[activator]	0%	206%[activator]	.	193%[activator]	267%[activator][59 µM]	18%	-3	-51%
CSCC[C@H](N)C(=O)N1CCC(C(=O)N[C@H](C(=O)NCc2ccccc2F)C(C)C)CC1	30%	0%	-9%	7%	-37%	.	-11%	1	-26%

Remaining list, next part
SMILES	HP1b binding inh	GLS inhibitor	JMJD2A Tudor	ERG Ets-DNA blk	BAZ2B block	G9a inh	RGS4 inh	PI4K2A block	ALOX12 inh
Cc1nc2sccn2c(=O)c1S(=O)(=O)NCc1ccccc1	48%&24%[activator]	2%&2%	-7%&-3%	1%&3%	3%&-16%	18%	0%&17%	0&-2	37%&-25%[activator]
Cc1c(NC(=O)C(C)OC(=O)c2cccc([N+](=O)[O-])c2)c(=O)n(-c2ccccc2)n1C (stereo not drawn)	30%	-2%	-8%	7%	-3%	1%	-1%	-4	-6%
CC(=O)Nc1ccc(S(=O)(=O)N(C)CC(=O)Nc2ccc(Br)cc2F)cc1	16%	5%	-4%	4%	24%	13%[2.33 µM]	2%	4	-6%
COc1cc2c(cc1OC)C1(CCCC1)CNC2c1cccc([N+](=O)[O-])c1 (stereo not drawn)	3%[57 µM]	-7%	-31%	-3%	-34%	?	12%	0	2%
CCCNC(=O)C(C)n1nc(C)c2c(C)n(-c3ccccc3)nc2c1=O (stereo not drawn)	12%	-6%	-4%	0%	-12%	-4%[59 µM]	3%	-1	-12%
CCCCn1c(SCC(=O)N2CCCC2)nc2c1c(=O)n(C)c(=O)n2C	27%	0%	6%	-12%	4%	-35%[0.0925 µM]	11%	-1	0%
Cc1c(NC(=O)C(C)OC(=O)CNC(=O)c2ccc(C(C)(C)C)cc2)c(=O)n(-c2ccccc2)n1C (stereo not drawn)	14%	9%	-11%	0%	-6%	11%[59 µM]	11%	10	35%[activator]
COc1ccccc1CCCNC(=O)C1CCC(=O)N(CCc2ccc(Cl)cc2)C1 (stereo not drawn)	17%	16%	-17%	-10%	-2%	.	-4%	4	1%
COc1ccc(NC(=O)CSc2nnc3ccc(-c4cccnc4)nn23)cc1	43%[activator]	1%	-8%	-6%	-2%	11%[2.33 µM]	-28%	-8	-27%
Cc1cc(NC(=O)CN2C(=O)NC(C)(CC(C)C)C2=O)no1 (stereo not drawn)	32%	6%	2%	6%	.	.	-22%	1	8%
COc1ccc(NC(C)=O)cc1NC(=O)CSc1nnc(-c2ccncc2)n1C	22%	0%	-13%	-3%	-26%	1%[59 µM]	-38%	-3	-5%
CC(=O)c1ccc(N2CCN(C(=O)c3ccc4c(c3)OCO4)CC2)cc1	23%	21%	-8%	5%	-3%	.	0%	1	0%
COc1ccc(S(=O)(=O)N2CCOCC2)cc1NC(=O)CC1CCCC1	13%	2%	-8%	-9%	-17%	-50%[12.7 µM]	-18%	4	0%
Cc1cc(C)c(NC(=O)Cn2c(=O)n(CCC(=O)NCc3ccc4c(c3)OCO4)c(=O)c3ccccc32)c(C)c1	10%	2%	3%	2%	-3%	-7%[59 µM]	-10%	-1	-20%
CC1CCCCN1C(=O)Cn1cnc2c1c(=O)n(C)c(=O)n2C (stereo not drawn)	39%	1%	6%	-3%	-14%	-27%	-3%	-2	-2%
CCCNC1CCS(=O)(=O)C1 (stereo not drawn)	62%[activator]	4%	-8%	-4%	-9%	-26%	-48%	2	-10%
Cc1n[nH]c(=O)c2c(NC(=O)CSc3nc4ccccc4c(=O)n3CCCOC(C)C)oc(C)c12	15%	38%[activator]	-14%	-26%	0%	99%[activator]	-7%	-1	-23%
COc1cccc(NC(=O)CSc2ncc(S(=O)(=O)c3ccc(C)c(C)c3)c(=O)[nH]2)c1	16%	7%	-18%	-4%	-5%	-7%[59 µM]	-2%	0	?
Cc1ccc(Nc2c(-c3ccccc3O)nc3ccc(Br)cn23)cc1	7%	-9%	-20%	3%	-7%	-13%[59 µM]	-2%	3	2%
NC(=O)c1ccc(C(F)(F)F)n(Cc2cccc(Cl)c2)c1=O	27%	-1%	0%	-22%	14%	-10%[59 µM]	-5%	6	-13%
Cc1ccccc1CNC(=O)CN(c1ccccc1Cl)S(C)(=O)=O	32%	-1%	-10%	5%	-15%	-36%	4%	2	121%[activator]
CC1CCN(C(=O)CN2c3ccc(Br)cc3-c3ccccc3S2(=O)=O)CC1	39%	-2%	-24%	-9%	-16%	0%[59 µM]	5%	-7	-20%
COc1ccc(N(CC(=O)NCc2cccnc2)S(=O)(=O)c2ccccc2)c(OC)c1	65%[activator]	0%	-4%	-3%	.	.	-14%	-1	-5%
CCCCN(CCCC)CCNC(=O)CN1C(=O)CSc2ccc(S(=O)(=O)N3CCOCC3)cc21	42%&8%[activator]	17%&6%	-3%&-20%	-7%&-1%	-3%[57.1 µM]	13%	-4%[56.9 µM]	-4&-5	0%&-17%

Of the compounds above, 2 contain a cyano group.
SMILES	HP1b binding inh	GLS inhibitor	JMJD2A Tudor	ERG Ets-DNA blk	BAZ2B block	G9a inh	RGS4 inh	PI4K2A block	ALOX12 inh
CN1CCCC(C(=O)C(C#N)c2ccccc2)C1 (stereo not drawn)	30%	-7%	-5%	-2%	-26%	-7%[59 µM]	-28%	-8	?
CCOC(=O)CCCSc1nc(-c2ccc3c(c2)OCO3)cc(C(F)(F)F)c1C#N	66%[activator]	4%	?	-6%	3%	18%[59 µM]	-11%	19	?

These rows are one share of the data, so the mix of outcomes need not match the whole.
